# SV40 large T antigen: TAg ATPase/helicase activity blockers – biochemical (AID 1903); SV40 large T antigen ATPase/helicase inhibition assay; higher % means a stronger effect; one-dose inhibition, % at 20 µM; IC50 in µM for titrated hits; hit rate 0.39% among 310,000; in the data active = a potency from the dose series; also: strong numbers were not always called active
# T cell modulator: modulates CD8 T cell binding to vesicles | hit rate 0.068% among 330,000 | AID 2052 | calls only at 7 µM | 2C CD8+ T cell-vesicle binding, flow cytometry; stronger effect = lower value;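 active = response, share of CD8 T cells binding vesicles, and their 90th percentile fluorescence all below set limits, cut at about 80% in these data, passing the limit was not always enough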
#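 Test system: purified 2C TCR transgenic mouse naive CD8+ T cells. Probe or stimulus: QL9-peptide-loaded Drosophila micro-vesicles bearing Ld, ICAM-1 and B7-1. Incubation: binding step 1.5 h, 37 °C, antibody labelling 20 min, ice. Measured by: flow cytometry of vesicle-bound cells.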
# GPR55 LPI antagonism: inhibition of LPI-stimulated GPR55 beta-arrestin translocation – imaging, U2OS, beta-arrestin-GFP, LPI agonist, primary screen (AID 2013). U2OS GPR55 beta-arrestin-GFP translocation imaging, LPI antagonism; higher % means a stronger effect. hit rate 0.13% among 290,000. one-dose inhibition, % at 10 µM; IC50 in µM for titrated hits;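 active = spots per cell inhibited over 60%, with over 100 cells counted and total cytoplasm intensity under 500,000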;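 also: U2OS cells stably carrying GPR55 and arrestin-GFP stimulated by 5 µM LPI near EC80; imaged beta-arrestin-GFP aggregate spots per cell after agonist stimulation; plate controls were LPI-stimulated DMSO wells for no effect and DMSO wells without LPI for full effect; some results filed as inactive read as strong as hits; confirmed hits need IC50 under 10 µM and bright autofluorescent wells are also inconclusive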
# NTR1 agonist: NTR1-driven beta-arrestin-GFP spot formation – imaging, U2OS cells, high content, primary screen (AID 493036); P30989; agonist mode; activation, % at 20 µM; hit rate 0.17% among 330,000;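 active = activation at or above 40% of the spot to cytoplasm intensity ratio, with at least 20 cells analyzed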;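 also: 0% = DMSO without peptide and 100% = 100 nM NTR1 peptide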
# Target sequence (P30989 whole entry, looked up): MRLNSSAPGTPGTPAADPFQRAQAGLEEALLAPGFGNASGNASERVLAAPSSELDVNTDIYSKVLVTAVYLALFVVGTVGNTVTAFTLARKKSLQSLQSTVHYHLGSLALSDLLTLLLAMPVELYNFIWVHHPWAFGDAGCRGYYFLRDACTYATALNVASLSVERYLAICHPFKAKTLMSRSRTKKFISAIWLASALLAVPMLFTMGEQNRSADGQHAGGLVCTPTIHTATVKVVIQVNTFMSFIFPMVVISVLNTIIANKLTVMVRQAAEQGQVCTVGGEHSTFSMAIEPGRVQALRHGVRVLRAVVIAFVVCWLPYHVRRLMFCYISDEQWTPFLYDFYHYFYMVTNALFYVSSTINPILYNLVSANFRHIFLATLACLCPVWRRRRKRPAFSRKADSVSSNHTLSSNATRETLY
# MgcRacGAP inhibition: MgcRacGAP GTPase-activating activity inhibitors, confirmation, biochemical, ADP Hunter fluorescence. MgcRacGAP-stimulated Rac1 GTP hydrolysis, ADP Hunter fluorescence; higher % means a stronger effect; GST-tagged Rac1 F28L mutant substrate. one-dose inhibition, % at 30 µM; IC50 in µM for titrated hits. hit rate 0.6% among 340,000. AID 624330;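 active = first-screen hits whose inhibition reached a set limit at any dose in the follow-up dose series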;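 also: fluorescence reports GDP produced by GAP-driven GTP hydrolysis; strong numbers were not always called active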
# LYP inhibition: inhibitors of LYP phosphatase, biochemical, fluorescence intensity, uHTS (AID 1779); inhibition, % at 11.5 µM, or IC50 in µM where a hit was titrated; recombinant LYP phosphatase, fluorescence intensity; higher % means a stronger effect; hit rate 0.054% among 290,000; in the data active = inhibition above about 50%;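 also: plate controls were vehicle with enzyme for no effect and no enzyme for full effect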
# GPR35 antagonists: GPR35 antagonists blocking zaprinast-driven arrestin recruitment, primary screen, imaging, U2OS, beta-arrestin-GFP, zaprinast agonist (AID 2058); hit rate 0.052% among 290,000; U2OS GPR35 beta-arrestin-GFP translocation imaging, zaprinast antagonism; higher % means a stronger effect; inhibition, % at 10 µM; hits with a dose series show IC50 in µM;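 active = inhibition of at least 50% with at least 30 cells and total cytoplasm GFP at most 10,000,000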
# Lipid droplet: modulators of hepatic lipid droplet formation; inhibition, % at 6.5 µM; AID 1656; hit rate 0.4% among 240,000; AML12 mouse hepatocytes, oleate lipid droplets, BODIPY imaging;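 active = lipid droplet intensity inhibited by at least 50%, with more than 500 cells counted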
#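 Technique: fluorescence imaging, 20x objective, two fields per well / Assay system: AML12 hepatocytes (mouse) / Measure: % inhibition of lipid droplet signal / Doses: 6.5 µM single-point dosing / Incubation: overnight exposure / Reagent: 100 µM oleic acid challenge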
# GPR55 activation: GPR55 agonists via beta-arrestin recruitment, primary screen, imaging, U2OS cells, beta-arrestin-GFP redistribution (AID 1961). U2OS GPR55 beta-arrestin-GFP redistribution imaging; higher % means a stronger effect. activation, % at 10 µM; hits with a dose series show EC50 in µM. hit rate 0.048% among 290,000;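 active = activation above 40% with more than 50 cells counted in the well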;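 also: U2OS osteosarcoma cells stably expressing GPR55 and beta-arrestin-GFP; plate controls were DMSO negative control for no effect and LPI positive control for full effect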
# Lipid droplet cells 6.5 µM: further read-out of Lipid droplet, marked with its call; cell count; measured here: cell count, cytotoxicity flag;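 cells counted across two imaged fields per well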
# T cell modulator vesicle-bound %: second read-out of T cell modulator, no call of its own (marks repeat the call); double positive events, %; measured here: CD8+ vesicle-bound cell fraction;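 binding gate set so that unloaded-vesicle control wells show 10% double positive cells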
# NTR1 agonist cell count 20 µM: second read-out of NTR1 agonist, no call of its own (marks repeat the call); cell count; measured here: cell count, cytotoxicity flag
# An asterisk follows results filed as active; i = inactive; . = not tested or not shown.
item	Structure	SV40 large T antigen	T cell modulator	T cell modulator vesicle-bound %	GPR55 LPI antagonism	NTR1 agonist	NTR1 agonist cell count 20 µM	MgcRacGAP inhibition	LYP inhibition	GPR35 antagonists	Lipid droplet	Lipid droplet cells 6.5 µM	GPR55 activation
1	O=C(CCN1C(=O)/C(=C\c2ccc(F)cc2)SC1=S)Nc1ccc(O)cc1	7%	i	73	2%	1.6	70	12%	-5%	1%	-2	717	0.0%
2	CC(=O)c1c(C)nc(-c2ccc(Cl)cc2Cl)n1O	-2%	i	24	-14%	-1.1	58	5%	-4%	2%	-12	787	-0.2%
3	CCOC(=O)CSc1nc2sc3c(c2c(=O)n1CC)CC(C)(C)OC3	12%	i	21	6%	0.1	47	3%	7%	-7%	.	.	0.2%
4	CCc1ccc(CNC(=O)C2CCCN(S(=O)(=O)N(CC)c3ccccc3)C2)cc1 (centres undefined)	11%	i	14	0%	1.2	71	8%	-8%	6%	11	755	0.9%
5	CN(C)c1ccc(NC(=O)Nc2csc3ccccc23)cc1	28%	i	52	7%	1.0	59	.	4%	8%	6	677	0.3%
6	CC1(C(=O)O)CCC(C(=O)Nc2ccc3ccccc3c2)C1(C)C (centres undefined)	9%	i	40	-1%	-1.6	86	11%	-2%	-2%	6	781	-0.2%
7	CSCC[C@H](Nc1ncnc2sc(C)c(C)c12)C(=O)O	0%	i	59	5%	-1.0	31	14%	-7%	-8%	8	785	-0.2%
8	CC1(C)Cc2ccccc2C(CSc2ccccc2C(=O)O)=N1	.	i	32	4%	1.2	93	-6%	-4%	-6%	14	776	-0.1%
9	O=C(NC(=S)Nc1ccccc1N1CCCC1)c1cccc(F)c1	7%	i	58	93%	8.6	89	6%	-7%	-7%	-24	732	-0.3%
10	CC(C(=O)NCC1CCCCC1)N1CCN(S(=O)(=O)/C=C/c2ccccc2)CC1 (centres undefined)	1%	i	16	16%	0.5	64	8%	6%	-18%	-8	580	-0.2%
11	O=C(CSc1ccc(-c2cccc([N+](=O)[O-])c2)nn1)N1CCCC1	5%	i	23	4%	0.3	62	8%	-2%	6%	-7	724	0.3%
12	CCCNC(=O)Cc1cc(=O)[nH]c(=O)[nH]1	0%	i	29	-5%	-4.0	60	1%	0%	23%	-1	598	-0.2%
13	Cc1cccc(C)c1NC(=O)C1CC(=O)N(C(C)C)C1 (centres undefined)	-4%	i	22	-4%	-1.1	91	6%	-6%	7%	.	.	-0.2%
14	O=C(N/N=C/C=C/c1ccccc1)c1cc(C2CC2)[nH]n1	9%	i	10	4%	0.0	59	10%	1%	8%	-11	681	-0.3%
15	CCOc1ccc(/C=N/n2cnnc2)cc1	10%	i	13	1%	0.5	55	1%	-8%	-2%	-1	743	-0.1%
16	CCOC(=O)COc1ccc(/C=C2\NC(=S)N(CC)C2=O)cc1	3%	i	41	4%	4.3	86	2%	1%	-2%	9	693	0.2%
17	CC(=O)/C(=C/N(C)C)Sc1ccc(C)cc1	2%	i	34	-4%	0.6	44	-5%	-9%	-15%	8	769	0.2%
18	CC(=O)Nc1ccc(S(=O)(=O)Nc2nc3ccccc3nc2N2CCCCCC2)cc1	5%	i	28	8%	6.0	73	-3%	0%	-2%	.	.	0.0%
19	O=C(NCCc1ccccc1)c1ccc(CS(=O)(=O)c2ccc(Br)cc2)o1	16%	i	16	5%	4.0	37	-2%	-4%	17%	-4	703	-0.2%
20	COc1cc(/C=C2\C(=N)N3N=C(S(C)(=O)=O)SC3=NC2=O)ccc1OC(=O)c1cccs1	36%	i	4	4%	2.2	78	23%	9%	-19%	4	735	-0.2%
21	CC1CCC2(CC1)NC(=O)N(CC(=O)Nc1ccc3[nH]c(=O)[nH]c3c1)C2=O (centres undefined)	18%	i	29	.	0.5	59	5%	.	.	.	.	.
22	O=C(Cc1csc(N2CCOCC2)n1)N/N=C/c1cccc(O)c1	17%	i	43	2%	-1.4	67	10%	-2%	15%	8	775	0.0%
23	O=C(Cn1cc(C(F)(F)F)ccc1=O)N/N=C/c1ccccc1O	27%	i	10	-6%	0.0	70	7%	-10%	-11%	-3	628	0.2%
24	COC(=O)c1[nH]c2cccc(OC)c2c1NC(=O)CN1CCN(c2cccc(OC)c2)C(C)C1 (centres undefined)	14%	i	43	2%	2.5	41	8%	-2%	-10%	0	636	-0.3%
25	COc1cccc(CNC(=O)CCS(=O)(=O)c2ccc3c(c2)NC(=O)C(C)S3)c1 (centres undefined)	17%	i	16	12%	-1.2	48	-38%	-12%	-1%	-10	739	-0.2%
26	C#CCNC(=O)C1=C[C@@H](c2coc3ccccc3c2=O)C[C@@H](OCCCCO)O1	1%	.	.	5%	-1.6	42	6%	-7%	10%	8	687	-0.2%
27	CCN(CC)Cc1nc2sc(C)c(C)c2c(=O)[nH]1	28%	i	45	-9%	0.2	47	5%	1%	-2%	-5	666	0.0%
28	COc1ccc(/C=C/C(=O)OCn2c(SC)nnc(C)c2=O)cc1OC	14%	i	11	11%	-0.2	66	9%	-5%	1%	-1	745	-0.3%
29	CCOC(=O)C1CCCN(C(=O)c2ccc(OC)c([N+](=O)[O-])c2)C1 (centres undefined)	7%	i	40	2%	1.5	38	3%	-12%	12%	2	633	-0.3%
30	CCn1cc(C(=O)OCC(=O)c2cc(C)n(-c3cccc(C(F)(F)F)c3)c2C)c(=O)c2ccc(C)nc21	14%	i	50	1%	.	.	9%	9%	-2%	-17	384	-0.1%

# New compounds follow:
no. | canonical_smiles | SV40 large T antigen | T cell modulator | T cell modulator vesicle-bound % | GPR55 LPI antagonism | NTR1 agonist | NTR1 agonist cell count 20 µM | MgcRacGAP inhibition | LYP inhibition | GPR35 antagonists | Lipid droplet | Lipid droplet cells 6.5 µM | GPR55 activation
31 | COCCN(C(=O)COC(=O)CSc1ccc(Cl)cc1)c1c(N)n(Cc2ccccc2)c(=O)[nH]c1=O | 12% | i | 65 | . | 1.3 | 53 | 7% | . | . | . | . | .
32 | CC(=O)c1ccc(N2CCN(C(=O)C3CCN(S(=O)(=O)c4cccs4)CC3)CC2)cc1 | 1% | i | 43 | -8% | 0.7 | 53 | 4% | -7% | -15% | -5 | 722 | -0.3%
33 | CCN1C=C(Cc2ccccc2C)C2=C(C1)C(c1ccccc1C)C(C#N)=C(N)O2 (centres undefined) | -5% | i | 54 | 49% | 3.6 | 56 | 2% | 0% | 14% | -43 | 784 | 0.4%
34 | O=C(NCCCn1ccnc1)c1ccc(Cl)cc1[N+](=O)[O-] | 10% | i | 55 | 6% | 1.1 | 76 | 12% | -4% | -2% | 0 | 732 | -1.2%
35 | Cc1nnc(C)c2c(C)n(-c3cccc4cccnc34)c(C)c12 | 8% | i | 20 | 7% | 0.6 | 52 | . | -8% | 5% | -7 | 710 | -0.1%
36 | COc1ccc(CC(=O)Nc2nnc(-c3cccc([N+](=O)[O-])c3)s2)cc1 | 4% | i | 22 | 6% | -1.0 | 102 | 7% | -2% | 0% | . | . | -0.3%
37 | Cc1ccc(/C=C/C(=O)NCc2ccncc2)cc1 | 10% | i | 22 | -2% | 2.4 | 43 | 8% | -8% | 1% | 19 | 731 | -0.2%
38 | CCCn1cnc2scc(-c3ccc(C)c(C)c3)c2c1=O | 9% | i | 62 | 1% | 3.6 | 62 | 5% | -10% | 6% | -9 | 801 | -0.2%
39 | C/C(=N\NC(=O)c1nnn(-c2nonc2N)c1CSc1ccccc1)c1cccnc1 | 8% | i | 11 | 4% | 1.5 | 53 | 8% | -6% | -2% | -1 | 628 | 0.3%
40 | O=C(CSc1nc2cccnc2n1Cc1ccccc1)NCc1ccco1 | 3% | i | 30 | 8% | 0.3 | 50 | 10% | 4% | 10% | 2 | 768 | -0.1%

# Another view of two compounds above.
# Screens in order: SV40 large T antigen | T cell modulator | T cell modulator vesicle-bound % | GPR55 LPI antagonism | NTR1 agonist | NTR1 agonist cell count 20 µM | MgcRacGAP inhibition | LYP inhibition | GPR35 antagonists | Lipid droplet | Lipid droplet cells 6.5 µM | GPR55 activation
34	O=C(NCCCn1ccnc1)c1ccc(Cl)cc1[N+](=O)[O-]
 : 10% | i | 55 | 6% | 1.1 | 76 | 12% | -4% | -2% | 0 | 732 | -1.2%
35	Cc1nnc(C)c2c(C)n(-c3cccc4cccnc34)c(C)c12
 : 8% | i | 20 | 7% | 0.6 | 52 | . | -8% | 5% | -7 | 710 | -0.1%

# Next records.
no. | canonical_smiles | SV40 large T antigen | T cell modulator | T cell modulator vesicle-bound % | GPR55 LPI antagonism | NTR1 agonist | NTR1 agonist cell count 20 µM | MgcRacGAP inhibition | LYP inhibition | GPR35 antagonists | Lipid droplet | Lipid droplet cells 6.5 µM | GPR55 activation
41 | O=C(Nc1nc2ccccc2[nH]1)c1cccs1 | 0% | i | 36 | 2% | 1.3 | 59 | 5% | -2% | 6% | 3 | 701 | -0.4%
42 | CCCN(CC(=O)Nc1cc(Cl)ccc1Cl)C(=O)c1ccccc1SCC(=O)N1CCCC1 | -5% | i | 35 | . | 2.6 | 60 | 13% | . | . | . | . | .
43 | CCOc1ccc2nc(NC(=O)COc3ccc(N(C)S(=O)(=O)c4ccc(C)cc4)cc3)sc2c1 | 14% | i | 30 | -15% | 3.8 | 59 | 2% | 4% | -4% | 32 | 687 | 0.2%
44 | CCO[C@H]1OC(C(=O)NCc2nc3ccccc3[nH]2)=C[C@@H](C)[C@@H]1CCCO | 13% | i | 33 | 3% | 1.3 | 95 | 6% | -8% | -14% | 12 | 748 | -0.1%

# Full records as entered above:
# `CCO[C@H]1OC(C(=O)NCc2nc3ccccc3[nH]2)=C[C@@H](C)[C@@H]1CCCO` as listed: SV40 large T antigen = 13%; T cell modulator = i; T cell modulator vesicle-bound % = 33; GPR55 LPI antagonism = 3%; NTR1 agonist = 1.3; NTR1 agonist cell count 20 µM = 95; MgcRacGAP inhibition = 6%; LYP inhibition = -8%; GPR35 antagonists = -14%; Lipid droplet = 12; Lipid droplet cells 6.5 µM = 748; GPR55 activation = -0.1%
# `CCCN(CC(=O)Nc1cc(Cl)ccc1Cl)C(=O)c1ccccc1SCC(=O)N1CCCC1` as listed: SV40 large T antigen = -5%; T cell modulator = i; T cell modulator vesicle-bound % = 35; GPR55 LPI antagonism = .; NTR1 agonist = 2.6; NTR1 agonist cell count 20 µM = 60; MgcRacGAP inhibition = 13%; LYP inhibition = .; GPR35 antagonists = .; Lipid droplet = .; Lipid droplet cells 6.5 µM = .; GPR55 activation = .

# Screening results as filed in PubChem BioAssay.
